Pol eta inh: qHTS for Inhibitors of Polymerase Eta; DNA polymerase eta (Homo sapiens), Q9Y253; recombinant Pol eta, fluorescent DNA replication assay; Potency, µM (series often up to 114 µM), without a hit: at the top dose activity change, negative = inhibition, usual class: inhibitors; hit rate 1.2% among 390,000; note: potency is the fitted concentration of half-maximal effect; % is set by controls: 0 for no effect and ±100 for the full control effect
Target sequence (Q9Y253 whole entry, looked up): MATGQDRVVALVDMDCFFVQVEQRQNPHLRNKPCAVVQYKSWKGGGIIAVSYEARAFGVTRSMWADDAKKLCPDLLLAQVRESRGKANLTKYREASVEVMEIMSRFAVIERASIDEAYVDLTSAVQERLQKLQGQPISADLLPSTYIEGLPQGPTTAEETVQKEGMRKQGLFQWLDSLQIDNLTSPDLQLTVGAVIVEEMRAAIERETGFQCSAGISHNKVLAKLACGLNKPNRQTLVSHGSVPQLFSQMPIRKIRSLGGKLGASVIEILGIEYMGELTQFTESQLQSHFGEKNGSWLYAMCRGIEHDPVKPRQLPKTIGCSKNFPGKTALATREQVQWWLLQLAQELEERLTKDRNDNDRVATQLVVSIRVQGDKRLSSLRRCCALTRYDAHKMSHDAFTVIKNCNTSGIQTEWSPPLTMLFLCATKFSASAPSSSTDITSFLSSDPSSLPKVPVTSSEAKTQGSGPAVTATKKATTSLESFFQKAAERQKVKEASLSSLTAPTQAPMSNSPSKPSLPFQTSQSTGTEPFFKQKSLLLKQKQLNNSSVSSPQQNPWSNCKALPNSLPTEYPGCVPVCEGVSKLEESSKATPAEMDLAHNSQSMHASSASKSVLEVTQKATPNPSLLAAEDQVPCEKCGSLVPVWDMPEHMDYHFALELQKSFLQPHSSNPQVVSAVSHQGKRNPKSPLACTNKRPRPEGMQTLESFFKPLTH
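Pol eta at 10 nM preincubated with compounds 15 min at room temperature; reaction started with fluorescent substrate (50 nM final) and read kinetically at 0 and 10 min.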
LDHA inh: qHTS assay for inhibitors of human lactate dehydrogenase | hit rate 0.15% among 480,000 | activity change, % (values are at about 110 or 230 µM) | AID 1347041, 2019 | purified LDHA, NADH/diaphorase-resazurin fluorescence; hits give low values; in the data active = activity change below about -30%; inconclusive = mostly about -25% to -30%;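 note: plate controls were DMSO wells for no effect and wells without enzyme for full effect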
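LDH5 2 nM; NADH 0.06 mM, pyruvate 0.2 mM; 200 mM Tris pH 7.4, EDTA, Tween-20; 5 min RT. Detection: diaphorase 0.133 mg/mL + resazurin 37 µM, fluorescence ex540/em590 at 0 and 20 min; normalized to enzyme-free and DMSO wells.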
Apoferritin bind: qHTS Assay for Identification of Novel General Anesthetics | AID 485281, 2010 | apoferritin/1-aminoanthracene competitive binding, fluorescence | Ferritin light chain (Equus caballus), P02791 | hit rate 0.074% among 350,000 | Potency, µM (series often up to 77.5 µM), without a hit: at the highest dose activity change, negative = displacement, hits mostly inhibitors; note: potency is the fitted concentration of half-maximal effect; % is set by controls: 0 for no effect and ±100 for the full control effect; nearly all actives have a fitted effect of over 20% in size
Target sequence (P02791 2-175 limits assumed): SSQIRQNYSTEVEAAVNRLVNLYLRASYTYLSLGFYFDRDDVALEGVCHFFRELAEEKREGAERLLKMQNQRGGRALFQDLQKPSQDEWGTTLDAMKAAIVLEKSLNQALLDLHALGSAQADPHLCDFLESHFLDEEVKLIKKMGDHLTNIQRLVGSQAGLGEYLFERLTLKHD
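Apoferritin-based anesthetic binding model; compound displacement of fluorescent 1-AMA measured as endpoint fluorescence after 10 minutes at room temperature, scaled to free-ligand and complex controls.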
ERG Ets-DNA blk: qHTS for Small Molecule Inhibitors of the ERG Ets/DNA interaction | Potency, µM (highest dose often 76.9 µM), for the others: at the highest dose FP activity, negative = inhibition, hits mostly inhibitors | hit rate 0.028% among 370,000 | fluorescence polarization, His-ERG Ets domain / labelled DNA; active = well fitted inhibition curve with a large enough effect in the polarisation, with a control signal flat; inconclusive = small, poorly fitted or top-dose-only effect, or effect the other way, or a change in a side signal; inactive = no such curve, though single readings can be large or run the other way; the % refers to the polarisation;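 note: polarization taken with two DNA probes labelled with fluorescein and Texas red; potency is the fitted concentration of half-maximal effect; % of control where 0% means no effect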
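His-tagged ERG Ets domain (1 uM in the protein solution; 300mM KCl, 50mM Tris-HCl, 1mM EDTA, 1mM DTT, pH 7.5) received compound, then a probe mix of 5 nM fluorescein-DNA and 100nM Texas-615-DNA. Fluorescence polarization was read for both dyes.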
Pol kappa inh: qHTS for Inhibitors of Polymerase Kappa; purified Pol kappa, fluorescent DNA synthesis assay, 10 min; Potency, µM (top dose mostly 107 µM), without a hit: top-dose activity, negative = inhibition, usual class: inhibitors; hit rate 0.53% among 400,000; DNA polymerase kappa (Homo sapiens), Q9UBT6; note: potency is the fitted concentration of half-maximal effect; % is set by controls: 0 for no effect and ±100 for the full control effect
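Activity was followed as the change in fluorescence between reads at 0 and 10 min after starting the reaction with 50 nM substrate. Beforehand, 10 nM polymerase had been preincubated with compound for 15 min at room temperature.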
RGS4 inhibitor: Inhibitors of Regulator of G Protein Signaling (RGS) 4: qHTS. Regulator of G-protein signaling 4 (Homo sapiens), P49798. Transcreener GDP fluorescence polarization, RGS4-accelerated GTP hydrolysis. Potency, µM (top dose mostly 114 µM), without a hit: top-dose activity change, negative = inhibition, actives largely listed as inhibitors. hit rate 0.039% among 390,000; note: potency is the fitted concentration of half-maximal effect; % is set by controls: 0 for no effect and ±100 for the full control effect; nearly all actives have a fitted effect of over 75% in size; some results filed as inactive show a strong effect at the top dose
Target sequence (P49798 whole entry, looked up): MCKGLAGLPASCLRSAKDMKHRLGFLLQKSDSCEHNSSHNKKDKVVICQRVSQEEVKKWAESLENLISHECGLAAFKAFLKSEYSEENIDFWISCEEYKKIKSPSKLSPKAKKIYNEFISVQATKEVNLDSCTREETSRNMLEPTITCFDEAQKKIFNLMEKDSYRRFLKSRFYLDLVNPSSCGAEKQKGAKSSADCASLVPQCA
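MLSMR compounds (23 nl, pin-transferred) preincubated 10 min at room temperature with a 500nM (2x) first reagent, then RGS4 at 900nM (2x) plus Transcreener GDP mix added; fluorescence polarization (620/688 nm) read before and after 90 min at 30 °C.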
POLB inh: qHTS Assay for Inhibitors of DNA Polymerase Beta | P06746 | Pol beta primer extension/strand displacement, fluorescence kinetic | Potency, µM (titrated, usually from 114 µM), for the others: at the top dose activity change, negative = inhibition, actives largely listed as inhibitors | hit rate 1.3% among 340,000 | AID 485314, 2010; note: potency is the fitted concentration of half-maximal effect; % is set by controls: 0 for no effect and ±100 for the full control effect
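Human Pol beta at 10 nM; strand-displacement substrate 50 nM final. Compound exposure 15 min at room temperature before start, reaction 10 min at room temperature.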
ALOX12 inh: Primary qHTS assay for inhibitors of human arachidonate 12S-lipoxygenase (ALOX12): Round 2. purified 12hLO, xylenol orange hydroperoxide absorbance. Potency, µM (titrated, usually from 108 µM), inactives show at the highest dose activity change, negative = inhibition, most hits filed as inhibitors. hit rate 1.1% among 580,000; note: potency is the fitted concentration of half-maximal effect; % is set by controls: 0 for no effect and ±100 for the full control effect
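Hydroperoxide product was detected by ferrous iron/xylenol orange as the 573 to 405 nm absorbance ratio. Arachidonic acid at 40 uM (final) was turned over for 30 min at room temperature by 150 nM human 12hLO, pH 7.0 Hepes buffer, after 15 min compound preincubation.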
APEX1 inh: qHTS Assay for Inhibitors of the Human Apurinic/apyrimidinic Endonuclease 1 (APE1). Potency, µM (series often up to 65.8 µM), for the others: at the highest dose activity change, negative = inhibition, hits mostly inhibitors. AID 2517, 2012. hit rate 0.35% among 350,000. recombinant APE1, TAMRA/BHQ-2 abasic DNA cleavage fluorescence. DNA repair nuclease/redox regulator APEX1 (Homo sapiens), P27695;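 note: potency is the fitted concentration of half-maximal effect; plate controls were vehicle for no effect and reference inhibitor for full effect; nearly all actives have a fitted effect of over 55% in size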
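APE1 at 0.75 nM preincubated 15 min at room temperature with compound. Reaction then started with 50 nM double-stranded THF-abasic substrate labelled with TAMRA/BHQ-2, and 525/598 nm fluorescence read kinetically. Activity taken as third-minus-first read difference, normalized to DMSO and NSC13755 controls.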
The depositor's hits bear a star; i = inactive; ? = inconclusive; / = not tested or not shown; & = joins results of further samples; [ ] = another dose, or the depositor's remark. Unless noted, calls come from the whole dose curve; as a rule, active = well fitted curve in the direction sought with a large enough effect; inconclusive = small, poorly fitted or top-dose-only effect, or another doubt; inactive = no such curve, though single readings can be large; an effect the other way counts as inactive or inconclusive. Some of the compounds tested, so the mix of outcomes need not match the whole.

[1] Cc1ccc(NC(=O)CNc2ccc(OC(C)C)cc2)c(C)c1
[2] Cc1cc(Nc2ccccc2)n(C(=O)c2ccccc2)n1
[3] c1ccc(Cc2nnc3sc(-c4cccnc4)nn23)cc1
[4] c1ccc2c(c1)c1c(c3ccccc32)CN2CCCC2C1 (centres undefined)
[5] N/C(Cc1ccc(Cl)c(Cl)c1)=N\OC(=O)c1cccs1

compound no.,1,2,3,4,5
Pol eta inh,-1%,-9%,0%,?,-4%
LDHA inh,9,4,0,4,-13
Apoferritin bind,-14%,?,-7%,/,?
ERG Ets-DNA blk,1%,-7%,-11%,11%,-14%
Pol kappa inh,-2%,-2%,-9%,-31%,2%
RGS4 inhibitor,-18%,11%,20%,-42%,22%
POLB inh,10%,1%,4%,/,15%
ALOX12 inh,0%,5%,-25%,?,0%
APEX1 inh,7%,-3%,-2%,/,-3%

[6] Cc1scc(C(=O)N/N=C/c2ccc(Cl)s2)c1C
[7] O=C(CCN1C(=O)/C(=C\c2ccccc2)SC1=S)NCCCN1CCOCC1
[8] CCOc1ccc(CCNC(=O)C2CC=CCC2C(=O)OC(C)C)cc1OCC (centres undefined)
[9] CC(=O)Nc1ccc(OCC(O)CN2CCN(c3cccc(Cl)c3)CC2)cc1 (centres undefined)
[10] Cc1ccc(Oc2cnc3ccccc3n2)cc1

compound no.,6,7,8,9,10
Pol eta inh,-15%,7%,-1%,-5%,-8%
LDHA inh,-1,-3,0,3,5
Apoferritin bind,7%,-6%,-1%,2%,?
ERG Ets-DNA blk,14%,10%,-2%,-1%,2%
Pol kappa inh,-5%,-7%,-5%[60.1 µM],-9%,-3%
RGS4 inhibitor,-50%,8%,-20%,24%,8%
POLB inh,24%,21%,17%,-3%,23%
ALOX12 inh,-17%,-4%,-6%,-5%,-18%
APEX1 inh,6%,-3%,48%[activator],-2%,6%

[11] O=C(c1ccc(COc2ccccc2Br)cc1)N1CCCCCC1
[12] Cc1ccc(N(C(=O)CCl)C(C(=O)NC2CCCCC2)c2cccnc2)cc1C (centres undefined)
[13] CCOc1ncccc1C(=O)OCC(=O)N1CCN(S(=O)(=O)c2ccc(Cl)cc2)CC1
[14] COc1ccc(OC)c(Nc2nc(NCCC(C)C)nc(N)c2[N+](=O)[O-])c1
[15] N#Cc1cncc(-c2ccc3c(c2)OCCOCCOCCOCCOCCO3)n1

compound no.,11,12,13,14,15
Pol eta inh,-12%,-7%,-9%,-16%,-1%
LDHA inh,-3,-8,-6,-6,-5
Apoferritin bind,?,-14%,?,-7%,-1%
ERG Ets-DNA blk,-1%,7%,-9%,-15%,-4%
Pol kappa inh,-15%[60.1 µM],-6%,-3%,-10%,-19%
RGS4 inhibitor,0%,-23%,8%,6%,10%
POLB inh,-2%,-3%,-1%,-29%,55%
ALOX12 inh,-5%,?,0%,2%,-12%
APEX1 inh,0%,5%,-4%,-5%,13%

[16] CCN(CC)c1ccc(C(=O)N/N=C(\C)c2cccc(OC)c2)cc1
[17] COc1ccccc1NC(=O)c1csc2c1CCCC2
[18] COc1ccccc1NS(=O)(=O)c1ccc2oc(SCC(C)=O)nc2c1
[19] O=C(COC(=O)CNC(=O)c1ccc(Cl)c([N+](=O)[O-])c1)NNC(=O)c1ccccc1F
[20] O=C(Cn1nc2c(cc1=O)CCCC2)Nc1ccc(F)cc1F

compound no.,16,17,18,19,20
Pol eta inh,-15%,-19%,-17%,-12%,-26%
LDHA inh,2,-1,-13,-5,-13&0
Apoferritin bind,-4%,?,0%,/,-3%
ERG Ets-DNA blk,-2%,1%,0%,-4%,3%
Pol kappa inh,-10%,-15%,-14%,-5%,-4%[60.1 µM]
RGS4 inhibitor,9%,6%,-6%,-5%,-15%
POLB inh,-1%,27%,1%,/,11%
ALOX12 inh,-12%,?,12%,160%[activator],?
APEX1 inh,-5%,14%,0%,40%,/

[21] CCOc1ccccc1NC(=O)C1CCCN1S(=O)(=O)c1ccccc1C(F)(F)F (centres undefined)
[22] CCN1CCCC1CNC(=O)C(=O)NCCc1ccc(OC)c(OC)c1 (centres undefined)
[23] Nc1nc(SCc2nc3scc(-c4cccs4)c3c(=O)[nH]2)n[nH]1
[24] COc1ccc(NC(=O)c2cc(-c3ccco3)nc3ccccc23)cn1
[25] CNC(=O)c1ccc(NC(=O)Nc2ccccc2)cc1

compound no.,21,22,23,24,25
Pol eta inh,-21%,-5%,?,20µM*,-22%
LDHA inh,0,0,-10,2,-2
Apoferritin bind,/,-2%,-1%,/,-4%
ERG Ets-DNA blk,-1%,5%,-14%,-1%,13%
Pol kappa inh,0%,-2%,-15%,?,-7%
RGS4 inhibitor,3%,12%,-40%,?,-20%
POLB inh,/,1%,-16%,/,4%
ALOX12 inh,7%,-3%,0%,?,7%
APEX1 inh,6%,3%,11%,?,41%

[26] Nc1nc2nc(-c3cccs3)cc(C(F)(F)F)n2n1
[27] CC(NC(=O)C1CCN(S(=O)(=O)N2CCCCCC2)CC1)c1ccccc1 (centres undefined)
[28] Cc1ccc(-c2nnc(SCC(=O)N/N=C/c3ccccc3C(=O)O)n2-c2ccccc2)cc1
[29] CCCOc1cccc(C2/C(=C(/O)c3ccc4c(c3)CC(C)O4)C(=O)C(=O)N2CCN2CCOCC2)c1 (centres undefined)
[30] CC12CN3CC(C)(CN(C1)C3c1ccc3c(c1)OCO3)C2=O (centres undefined)

compound no.,26,27,28,29,30
Pol eta inh,-25%,-17%,/,-11%,-6%
LDHA inh,-7,-8,/,-1,-8
Apoferritin bind,/,-12%,-3%,-9%,0%
ERG Ets-DNA blk,6%,-5%,/,2%,/
Pol kappa inh,2%,1%,/,-1%,-3%
RGS4 inhibitor,-16%,24%,/,8%,9%
POLB inh,12%,1%,-10%,0%,15%
ALOX12 inh,i,18%,-5%,-1%,6%
APEX1 inh,6%,-4%,1%,18%,-3%

One compound at a time, from the list above. Order of values: Pol eta inh, LDHA inh, Apoferritin bind, ERG Ets-DNA blk, Pol kappa inh, RGS4 inhibitor, POLB inh, ALOX12 inh, APEX1 inh
Cc1ccc(Oc2cnc3ccccc3n2)cc1 in the list: -8%, 5, ?, 2%, -3%, 8%, 23%, -18%, 6%
COc1ccccc1NC(=O)c1csc2c1CCCC2 in the list: -19%, -1, ?, 1%, -15%, 6%, 27%, ?, 14%
COc1ccccc1NS(=O)(=O)c1ccc2oc(SCC(C)=O)nc2c1 in the list: -17%, -13, 0%, 0%, -14%, -6%, 1%, 12%, 0%
c1ccc2c(c1)c1c(c3ccccc32)CN2CCCC2C1 (centres undefined) in the list: ?, 4, /, 11%, -31%, -42%, /, ?, /
O=C(CCN1C(=O)/C(=C\c2ccccc2)SC1=S)NCCCN1CCOCC1 in the list: 7%, -3, -6%, 10%, -7%, 8%, 21%, -4%, -3%

Next part.
[31] Cc1cccc(N(C(=O)CNC(=O)c2cccs2)C(C(=O)NC2CCCC2)c2ccncc2)c1 (centres undefined)
[32] CCN(CC)c1ccc(/C=N/NC(=O)Cc2cccs2)cc1
[33] Cc1ccc(-n2c(SCC(=O)N3CCc4ccccc43)nc3c([nH]c4ccccc43)c2=O)cc1
[34] Brc1ccc(N=C/C=C/C=C/Nc2ccc(Br)cc2)cc1
[35] Cc1ccc(N(Cc2cc3cc(C)ccc3[nH]c2=O)S(=O)(=O)c2ccccc2)cc1

compound no.,31,32,33,34,35
Pol eta inh,-16%,?,-6%,-1%,-19%
LDHA inh,-7,-9,1,-4,-1
Apoferritin bind,6%,104%[activator],-10%,-19%,-7%
ERG Ets-DNA blk,4%,7%,-5%,/,-11%
Pol kappa inh,8%,-4%,-6%[60.1 µM],2%[60.1 µM],-15%
RGS4 inhibitor,-5%,-15%,18%,-10%,14%
POLB inh,101%,14%,3%,0%,5%
ALOX12 inh,-9%,9%,-18%,14%,13%
APEX1 inh,23%,17%,/,1%,1%

[36] COc1ccc2c(c1)N(C)C(=O)CC(c1ccccc1)=N2
[37] Cc1nc2ccccn2c1C(=O)Nc1ccc(Cl)cc1
[38] O=C(Nc1ccccc1)c1ccn[nH]1
[39] COc1cccc(C(=O)Nc2ccccc2C(=O)OCc2cc(=O)n3c(C)csc3n2)c1
[40] CCc1c(C)nc2nncn2c1NCc1ccc(OC)cc1
[41] CCOc1ccccc1NC(=O)C1CCN(S(=O)(=O)c2ccc3[nH]c4c(c3c2)CCCCC4)CC1

compound no.,36,37,38,39,40,41
Pol eta inh,-12%,-19%,12%,-19%,/,-10%
LDHA inh,-3,-4,-9,-14,-6,4
Apoferritin bind,-20%,-1%,-13%,4%,-9%,7%
ERG Ets-DNA blk,-10%,-19%,1%,-3%,0%,0%
Pol kappa inh,-1%,-8%,1%,-1%[60.1 µM],5%,-5%
RGS4 inhibitor,-14%,-50%,16%,15%,12%,-13%
POLB inh,21%,20%,22%,37%,31%,1%
ALOX12 inh,-9%,7%,283%[activator],?,-24%,-22%
APEX1 inh,1%,9%,4%,/,/,/
